Mdm2 ligase inh: MDM2-luciferase reporter signal enhancers, primary screen, MDM2 E3 ligase inhibitor project, cell-based, luminescence, 1536-well | E3 ubiquitin-protein ligase Mdm2 (Homo sapiens), Q00987 | hit rate 0.11% among 210,000 | AID 1230, 2008 | signal enhancement, % at 5 µM | cell-based MDM2 ubiquitination luciferase reporter, 2 h; 0 = plate control, 100 = twice control, blank-subtracted;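 active = signal enhancement of 30% or more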;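 also: luminescence tracks abundance of the self-degrading MDM2-luciferase fusion protein; higher signal means inhibition of MDM2 E3 ligase activity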
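Material: Stable MDM2–luciferase fusion reporter cells | Amount: 2000 cells seeded into each well | Dosing: One concentration, 5 µM, with 0.2% DMSO | Incubation: 4 h cell settling then 2 h compound exposure, 37 °C | Measured by: Luciferase luminescence | Read-out basis: % enhancement relative to plate controls after blank subtraction | Benchmarks: Control and blank well means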
NCF1 inh: p47phox/p22phox peptide binding inhibitors, primary screen, biochemical, uHTS, NADPH oxidase regulatory subunit | fluorescence polarization, 2 h | inhibition, % at 24.7 µM | hit rate 0.53% among 220,000;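 active = inhibition above about 30%, limit read from the data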;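 also: 0% = p47phox with labelled peptide and 100% = labelled peptide alone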
Hck Nef HTS: inhibitors of Nef-activated human Hck kinase, primary screen, biochemical, Z-Lyte FRET, 384-well, Hck-YEEI; Tyrosine-protein kinase HCK (Homo sapiens), P08631; Recombinant Hck-YEEI plus Nef, Z-Lyte FRET kinase assay; inhibition, % at 20 µM; hit rate 0.68% among 220,000; AID 463187, 2010;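 active = Hck-Nef kinase inhibition above about 50%, limit read from the data; inactive = inhibition below that limit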;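 also: 0% = DMSO with Hck plus Nef and 100% = Hck alone without Nef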
Runt-SMMHC FRET: inhibitors of RUNX1 Runt–CBFb-SMMHC binding, primary screen, biochemical, FRET, Cerulean-Runt, Venus-CBFb-SMMHC, uHTS | Runt-related transcription factor 1 (Homo sapiens) + Core-binding factor subunit beta … | Cerulean-Runt/Venus-CBFb-SMMHC FRET ratio 530/480, 1 h | inhibition, % at 20 µM | hit rate 0.74% among 220,000;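 active = mean inhibition across duplicate retests at 20 µM reaching about 50%, limit read from the data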;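 also: 0% = DMSO wells and 100% = wells with excess untagged CBFb-SMMHC; inhibitors lower the FRET ratio by blocking Runt binding to CBFb-SMMHC; some results filed as inactive read as strong as hits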
Target sequence (Q01196 whole entry, looked up): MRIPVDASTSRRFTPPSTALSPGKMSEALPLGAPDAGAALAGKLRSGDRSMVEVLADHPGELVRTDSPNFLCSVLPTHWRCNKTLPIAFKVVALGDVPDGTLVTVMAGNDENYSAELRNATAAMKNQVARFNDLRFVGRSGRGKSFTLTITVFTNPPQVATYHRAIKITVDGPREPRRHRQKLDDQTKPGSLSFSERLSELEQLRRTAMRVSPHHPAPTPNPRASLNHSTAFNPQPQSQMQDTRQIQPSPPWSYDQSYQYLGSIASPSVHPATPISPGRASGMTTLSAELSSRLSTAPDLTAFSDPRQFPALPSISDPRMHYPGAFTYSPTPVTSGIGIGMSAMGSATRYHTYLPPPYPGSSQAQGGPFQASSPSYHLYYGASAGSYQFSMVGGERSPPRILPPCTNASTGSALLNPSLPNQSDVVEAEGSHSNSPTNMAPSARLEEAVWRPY
Target sequence (Q13951 whole entry, looked up): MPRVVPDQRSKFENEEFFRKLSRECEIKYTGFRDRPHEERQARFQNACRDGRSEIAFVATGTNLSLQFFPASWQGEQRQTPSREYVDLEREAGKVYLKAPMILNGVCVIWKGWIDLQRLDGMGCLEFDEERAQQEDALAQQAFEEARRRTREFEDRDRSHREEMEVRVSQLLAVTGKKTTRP
Runt-CBFb FRET: inhibitors of RUNX1 Runt–CBFb binding, primary screen, biochemical, FRET, Cerulean-Runt, Venus-CBFb, uHTS. Runt-related transcription factor 1 (Homo sapiens) + Core-binding factor subunit beta …. Cerulean-Runt/Venus-CBFb FRET ratio 530/480, 1 h. inhibition, % at 20 µM. hit rate 0.46% among 220,000;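 active = inhibition over about 50% at 20 µM in the single-dose screen, limit read from the data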;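 also: 0% = DMSO wells and 100% = excess unlabeled CBFb competitor control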
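Measured by: fluorescence energy transfer, 422 nm excitation, 530/480 nm emission; Assay system: Cerulean-Runt domain; Medium: Tris pH 7.5 buffer with BSA; Measure: loss of energy transfer signal; Controls: 5 µM unlabeled CBFb as full-inhibition high control; Incubation: protein complex preformed 1 h, compound exposure 1 h, room temperature, dark.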
14-3-3 Bad PPI: inhibitors of 14-3-3 zeta/Bad binding, primary screen, biochemical, TR-FRET, bovine 14-3-3 zeta; 14-3-3 protein zeta/delta (Bos taurus), P63103; TR-FRET 14-3-3zeta/Dy647-pBad peptide displacement, 1 h; inhibition, % at 21.7 µM; hit rate 0.71% among 220,000;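 active = inhibition above about 70%, limit read from the data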;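 also: 0% = full 14-3-3 plus peptide FRET controls and 100% = background without 14-3-3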
Target sequence (P63103 whole entry, looked up): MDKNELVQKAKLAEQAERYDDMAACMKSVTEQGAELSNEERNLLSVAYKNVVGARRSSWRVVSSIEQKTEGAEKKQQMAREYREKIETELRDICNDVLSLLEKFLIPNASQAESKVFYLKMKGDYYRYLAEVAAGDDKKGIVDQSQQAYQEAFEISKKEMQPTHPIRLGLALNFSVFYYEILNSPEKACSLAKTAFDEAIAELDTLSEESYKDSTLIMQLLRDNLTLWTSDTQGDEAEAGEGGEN
L929 necroptosis: inhibitors of zVAD-triggered necroptosis, primary screen, L929 cells; L929 zVAD necroptosis rescue, ATP luminescence, 24 h; with zVAD 60 µM; AID 1377, 2008; hit rate 0.38% among 220,000; viability rescue, % at 10 µM;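 active = activation, scaled between plate controls, above about 75%, limit read from the data; inactive = activation under that limit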;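 also: 0% = zVAD with DMSO and 100% = DMSO alone without zVAD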
EBV gp42 block: Epstein-Barr virus gp42 inhibitors, primary screen, biochemical, uHTS, fluorescence polarization; Glycoprotein 42 (Epstein-Barr virus (strain AG876)), Q1HVG2; Fluorescence polarization binding assay, mP read-out; inhibition, % (tested at 21.74 µM); hit rate 0.42% among 220,000; AID 1085, 2008; in the data active = inhibition above about 50%
Tb hexokinase: Trypanosoma brucei hexokinase 1 inhibitors, primary screen, biochemical, G6PDH-coupled NADH absorbance, MLSCN library. hexokinase 1 [Trypanosoma brucei]. recombinant TbHK1, G6PDH-coupled NADH A340. inhibition, % at 10 µM. hit rate 0.11% among 220,000;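 active = inhibition of 50% or more in the single-dose primary screen; inactive = inhibition below 50%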
* marks the source's active call; other numbers are inactive results; . = no result given; [ ] = remark or other dose.

SMILES | Mdm2 ligase inh | NCF1 inh | Hck Nef HTS | Runt-SMMHC FRET | Runt-CBFb FRET | 14-3-3 Bad PPI | L929 necroptosis | EBV gp42 block | Tb hexokinase
COc1ccc(/C=C/C(=O)Nc2ccc(C(N)=O)cc2)cc1OC | 1.9 | -2.6 | 25.6 | 0.5 | 0.7 | -0.1 | -0.1 | -1.1 | -23.6
CCn1cc(C(=O)O)c(=O)c2cnc(N3CCN(C(=S)NC(=O)c4ccc(Cl)cc4)CC3)nc21 | -10.1 | -4.4 | 15.9 | 0.3 | -0.8 | -2.5 | -0.1 | -9.1 | -32.6
COc1ccc(/C=N/NC(=O)c2ccc(Cl)cc2)cc1Cn1cc(Cl)cn1 | -9.3 | 1.5 | 7.6 | 1.9 | 1.9 | 13.8[fluorescence artefact?] | . | -5.5 | -7.8
COc1ccc(-c2noc(CCC(=O)NCc3ccco3)n2)cc1 | -5.2 | -12.4 | 18.5 | 2.1 | -0.5 | -0.8 | 1.2 | -10.3 | -4.4
CCCn1nnnc1SCC(=O)N1CCOCC1 | -14.8 | -6.8 | 5.9 | 3.3 | -0.9 | -2.5 | -0.2 | 6.7 | 46.8
Cc1cc(C)n2nc(C(=O)OCCOc3ccc(Br)cc3)nc2n1 | 5.7 | -6.7 | 0.7 | -117.5 | -0.1 | -0.3 | 1.8 | -3.7 | -5.4
O=C(COC(=O)c1ccco1)NC1CCCCC1 | -2.4 | 6.7 | 0.2 | 4.3 | 0.1 | -2.9[fluorescence artefact?] | -0.3 | -21.3 | -1.9
COc1cc(CNC2CCCC2)c(Br)cc1OC1CCCC1 | -17.6 | 2.7 | 19.7 | 1.8 | -0.2 | -1.0 | 1.0 | -3.5 | 0.1
COC(=O)c1cc(N2CCN(C)CC2)nc2ccccc12 | -5.9 | -3.0 | 12.1 | -38.0 | -27.6 | 4.7 | 0.7 | 82.3* | -2.4
Cn1nc(-c2ccccc2)c(CO)c1Oc1ccc(F)cc1 | -7.0 | -1.7 | 9.6 | -1.8 | -0.5 | -5.2 | 0.1 | 3.7 | -2.7
Cc1cc(C)nc(-n2nc(C)c(C3(O)C(=O)Nc4ccccc43)c2N)n1 (centres undefined) | -11.9 | -10.7 | 0.3 | -0.2 | -0.9 | -7.7 | 0.5 | -16.1 | -5.8
CCOC(=O)c1c(N)sc(C(=O)OC)c1C | -6.9 | -5.5 | 34.3 | -5.8 | 3.5 | -2.9 | 1.9 | 0.0 | -7.0
N#Cc1c(N)nc2c(c1-c1cccs1)CCCC2 | -4.0 | -7.4 | 7.7 | 6.9 | 3.4 | 5.5[fluorescence artefact?] | 0.7 | -8.9 | -6.1
CC(C)c1ccc(CNCc2ccccc2)cc1 | -0.8 | -2.2 | 1.1 | -1.1 | -2.6 | -0.5 | -0.2 | -17.6 | 2.0
COc1ccc(-n2c(Cc3cccn3C)nnc2SCC(=O)NCc2ccccc2Cl)cc1 | -25.1 | -10.9 | -6.8 | -4.4 | -0.9 | 5.2[fluorescence artefact?] | -1.0 | -12.8 | 2.8
Cc1ccc(-n2c(-c3cccc(C)c3)n[nH]c2=S)cc1 | . | -4.9 | -29.2 | 22.3 | -32.3 | 28.3 | 0.0 | -13.6 | 32.1
Cc1ccc(NC(=O)c2nc(C)n(-c3ccc([N+](=O)[O-])cc3)n2)cc1 | -6.3 | 4.4 | 1.3 | -2.2 | 2.9 | -5.9 | 1.5 | -5.8 | -4.0
CCOC(=O)N1CCN(C(=O)CSc2ccc3nnc(CCNC(=O)c4ccc(OC)cc4)n3n2)CC1 | -6.5 | -1.1 | -34.4 | 0.7 | -0.4 | -4.4 | -0.1 | -1.2 | 6.7
N/C(=N\OC(=O)Nc1ccc(Cl)c(Cl)c1)c1ncc(C(F)(F)F)cc1Cl | -19.9 | 2.6 | 0.8 | 2.4 | 0.6 | -8.4 | -0.6 | 3.4 | 2.2
O=C(O)/C=C/C(=O)Nc1ccc(OC(F)(F)Cl)cc1 | -7.3 | -2.9 | -10.0 | -3.4 | 1.7 | -15.1 | 1.6 | 1.9 | -5.8
COc1ccc(NC(=O)Nc2cc(C)ccc2F)cc1 | -19.6 | -6.2 | -0.8 | 3.0 | 0.1 | 35.4 | 0.9 | -3.3 | 3.6
O=C(NCc1ccc(Cl)cc1)NCc1ccc(Cl)cc1 | -13.0 | -23.3 | -7.3 | -7.1 | 0.6 | -16.1 | 1.2 | -6.0 | -3.7
N#Cc1ccc(S(=O)(=O)N2CCCN(c3nc4ccc(Cl)cc4s3)CC2)cc1 | -2.5 | -3.8 | 13.7 | -1.8 | 7.9 | -14.1 | 0.7 | -9.8 | -11.0
O=C(Cn1cc(C(=O)C2CC2)c2ccccc21)NCC1CCCO1 (centres undefined) | -0.3 | 4.2 | 13.0 | -0.9 | -0.5 | 4.5 | 0.0 | -13.5 | -2.3
C=CCn1cc(/C=N/NC(=O)COc2cccc3cccnc23)c2ccccc21 | -4.6 | 47.4* | 71.2* | -5.3 | -3.5 | 61.9 | 2.7 | -159.0 | -11.4

Pulled by compound from the list above (three):
SMILES | Mdm2 ligase inh | NCF1 inh | Hck Nef HTS | Runt-SMMHC FRET | Runt-CBFb FRET | 14-3-3 Bad PPI | L929 necroptosis | EBV gp42 block | Tb hexokinase
Cc1cc(C)n2nc(C(=O)OCCOc3ccc(Br)cc3)nc2n1 | 5.7 | -6.7 | 0.7 | -117.5 | -0.1 | -0.3 | 1.8 | -3.7 | -5.4
COc1ccc(-n2c(Cc3cccn3C)nnc2SCC(=O)NCc2ccccc2Cl)cc1 | -25.1 | -10.9 | -6.8 | -4.4 | -0.9 | 5.2[fluorescence artefact?] | -1.0 | -12.8 | 2.8
COc1ccc(-c2noc(CCC(=O)NCc3ccco3)n2)cc1 | -5.2 | -12.4 | 18.5 | 2.1 | -0.5 | -0.8 | 1.2 | -10.3 | -4.4

(listing goes on)
SMILES | Mdm2 ligase inh | NCF1 inh | Hck Nef HTS | Runt-SMMHC FRET | Runt-CBFb FRET | 14-3-3 Bad PPI | L929 necroptosis | EBV gp42 block | Tb hexokinase
c1ccc(C2CCC3(CC2)Oc2ccccc2C2CC(c4cccnc4)=NN23)cc1 (centres undefined) | -18.6 | -7.5 | 2.7 | 1.9 | -2.4 | -16.8 | 0.8 | -19.6 | 30.2
O=C(c1ccco1)N1CCN(C(=O)C2CCN(S(=O)(=O)c3cnc[nH]3)CC2)CC1 | -6.5 | -28.9 | -3.3 | -6.2 | -1.5 | -9.3 | -0.5 | -7.7 | -3.0
COc1ccc2cc(/C=N/NC(=O)CN(c3ccccc3C)S(=O)(=O)c3ccccc3)c(Cl)nc2c1 | -3.2 | -78.0 | 11.6 | -1.3 | 0.5 | -10.1 | 1.6 | -65.7 | -6.5
O=C(CCOc1ccccc1)N1CCN(S(=O)(=O)c2cccs2)CC1 | -16.3 | -10.0 | -1.2 | 4.3 | 0.1 | 12.1[fluorescence artefact?] | -0.2 | -14.1 | -7.0
Cc1nnc(-c2cnn(-c3ccccc3)c2N)n1Cc1cccc(C(F)(F)F)c1 | -3.9 | 3.0 | 0.9 | -2.0 | -2.6 | 3.3[fluorescence artefact?] | 1.1 | -9.4 | 4.5
C=CCOc1ccc(Oc2cc(C)nc(SC)n2)nn1 | -3.3 | 12.9 | 6.0 | -1.3 | -0.9 | 4.5 | 0.7 | -1.7 | 5.4
Cc1cc(C)nc(/N=C(\N)N2CCc3ccccc32)n1 | 1.1 | 5.1 | -10.6 | . | . | -9.2 | -0.5 | -5.6 | -2.7
COc1ccc(-c2cc(-c3cccs3)nc3sc(C#N)c(N)c23)cc1 | -1.8 | -24.0 | 1.5 | 28.9 | 23.7 | -3.3 | 1.1 | -9.4 | -7.9
CCN1CCc2c(OCC(=O)N3CCC(C)CC3)cccc2C1=O | -0.8 | -8.1 | 23.0 | -0.6 | -0.8 | -1.6 | 0.7 | -18.5 | -3.5
Cc1cc(/C=C2\C(=N)N3N=C(C(C)C)SC3=NC2=O)c(C)n1-c1ccccc1 | -10.7 | -14.0 | 21.0 | 6.5 | 0.8 | -10.8 | 15.7 | -18.2 | -3.0
COCCNC(=S)N1CCOCC1 | -4.5 | -3.1 | 1.3 | 0.2 | 0.9 | -2.7 | 0.3 | -5.0 | 0.6
CCc1ccc(C2N3CC4([N+](=O)[O-])CN2CC([N+](=O)[O-])(C3)C4(C)C)cc1 (centres undefined) | -6.2 | -6.3 | 2.1 | -0.4 | -0.2 | 0.8 | 0.6 | 3.6 | -0.8
CCN(CC)C(=O)CS(=O)CC(=O)Nc1cc(OCCOC)c(Cl)cc1Cl (centres undefined) | -10.2 | 2.2 | -14.6 | -1.8 | -0.1 | -2.3 | -0.6 | -4.1 | -4.9
Cc1ccc(Cl)cc1N1CCN(C(=O)CCC(=O)O)CC1 | -18.9 | 1.7 | -1.8 | -7.9 | -1.8 | -6.1 | 3.8 | -3.5 | -5.1
CCc1ccc(OCCOCC(O)CNC2CCCC2)cc1 (centres undefined) | -9.3 | -0.7 | 12.5 | 1.5 | -0.8 | 2.7 | 0.2 | -5.7 | 5.6
COc1ccc(CCNC(=O)CSc2ccc(-c3ccco3)nn2)cc1 | -0.3 | 21.5 | 3.2 | 8.2 | 16.0 | -1.0 | 1.6 | -7.5 | -3.7
COCCn1c(SCC(=O)c2c(-c3ccccc3)n(C)c3ccccc23)nnc1-c1ccncc1 | -7.1 | -6.7 | 3.2 | 2.6 | -1.6 | 5.2 | 0.9 | -5.7 | -26.3
O=C(NC(=S)Nc1ccc(S(=O)(=O)Nc2nccs2)cc1)c1cccnc1 | -11.1 | -3.3 | 22.5 | -0.9 | 5.2 | -9.7 | 2.4 | -1.5 | -5.0
COCCCN1C(=O)c2[nH]nc(-c3cc(C)cc(C)c3O)c2C1c1ccc(O)c(OC)c1 (centres undefined) | 8.9 | -19.0 | -1.0 | -1.0 | 0.6 | 1.9 | -0.1 | -18.0 | -7.3
CCOc1ccccc1C(=O)NCCCN1CCN(CCCNC(=O)c2ccccc2OCC)CC1 | -10.4 | -17.7 | -1.8 | -0.3 | -1.7 | -10.9 | -2.2 | -4.0 | -4.6
CCn1nc(C(=O)Nc2ccc(S(=O)(=O)Nc3ncccn3)cc2)c2ccccc2c1=O | 0.0 | -4.5 | 9.2 | -0.1 | 2.8 | -4.9 | 3.0 | -16.9 | 0.0
CCOC(CNC(=O)CCc1c(C)nc2nc(C)nn2c1C)OCC | -13.7 | -7.1 | -23.7 | -1.4 | 0.6 | -1.4 | 1.2 | -5.9 | 18.8
